RORgamma inh: blocks mouse ROR gamma transcriptional activity. Drosophila S2 Gal4-RORgamma UAS-luciferase reporter, 20 h. Potency, µM (doses to about 53.6 µM), inactives show at the top dose activity change, negative = inhibition, most hits filed as inhibitors. 5.4% of 310,000 active; note: potency is the fitted concentration of half-maximal effect; % is set by controls: 0 for no effect and ±100 for the full control effect; nearly all actives have a fitted effect of over 60% in size
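Drosophila Schneider cells stably carrying a metallothionein-driven Gal4 DBD–ROR gamma fusion and a UAS-Photinus luciferase reporter were exposed to compound for 1 hr, then induced with copper sulfate (700 uM final) for 20 hr at ambient temperature before luminescence reading.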
ELG1 genotoxic: inducers of genotoxicity in HEK293T ELG1-luciferase cells. HEK293T ELG1-luciferase reporter, luminescence, 16 h. Potency, µM (titrated, usually from 46 µM), inactives show at the highest dose activity change, positive = activation, hits mostly activators. 1.3% of 330,000 active. AID 504466; note: potency is the fitted concentration of half-maximal effect; % of control where 0% means no effect; nearly all actives have a fitted effect of over 60% in size
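DMSO vehicle served as control against compound-treated ELG1-luciferase HEK293T cells; exposure lasted 16 hr at 37 °C and 5% CO2, followed by ONE-Glo luminescence detection after 30 min.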
Giardia killer: Giardia lamblia killing; activity change, % at 7.66 µM, hits read low; Giardia lamblia trophozoite viability; 0.15% of 340,000 active; AID 540267; in the data active = activity change below about -80%; inconclusive = between about -30% and that limit;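 note: parasites exposed to compound for two days anaerobically before the ATP read; % is set by controls: 0 for no effect and ±100 for the full control effect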
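Luminescent ATP signal served as the viability read-out, measured 15-30 min after adding ATP detection reagent to trophozoites that had been incubated with compounds for 48 hrs at 37 deg C anaerobically at 100 cells/well.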
BRCA1 expr act: BRCA1 expression activation | MCF7-BRCA1-FFLuc reporter, luminescence, 48 h; response scale: scaled: vehicle 0%, 10 µM genistein 100% | Potency, µM (doses to about 46.1 µM), for the others: at the top dose activation, hits mostly activators | 1.1% of 380,000 active | AID 624202; note: potency is the fitted concentration of half-maximal effect; nearly all actives have a fitted effect of over 80% in size; some results filed as inactive show a strong effect at the top dose
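Luminescence from a BRCA1-driven firefly luciferase in MCF7 cells was read after 48 h compound exposure at 37 C. Data normalized against DMSO and a 10microM genistein activation control, then curve-fitted across the titration.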
p53 reactivation: restores transcriptional activity of mutant p53 | H1299 p53-A138V BP100-luciferase reporter, luminescence, 24 h | 0.063% of 320,000 active | Potency, µM (series often up to 92.2 µM), inactives show at the highest dose activity change, positive = activation, actives largely listed as activators; note: potency is the fitted concentration of half-maximal effect; % of control where 0% means no effect; nearly all actives have a fitted effect of over 45% in size
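H1299 (p53-null), stable ts p53-A138V + BP100-Luc; 1000 cells/well, Opti-MEM/10% FBS; cpd 4 pt, 1:5; 24 h, 37 deg C, 5% CO2; detection reagent 10 min RT; luminescence.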
PKM2 act: PKM2 (human) enzyme activation; P14618; purified PKM2, Kinase-Glo ATP luminescence, activation; response scale: 0% is enzyme alone, no compound; Potency, µM (doses to about 57.5 µM), inactives show at the top dose activation, usual class: activators; 0.34% of 260,000 active; AID 1631; note: potency is the fitted concentration of half-maximal effect; % is set by controls: 0 for no effect and ±100 for the full control effect; nearly all actives have a fitted effect of over 55% in size
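hPK-M2, >95% pure; 0.1 mM ADP / 0.5 mM PEP final; imidazole pH7.2 buffer w/ 7 mM MgCl2, 50 mM KCl; 1 h RT; Kinase-Glo lum. Intermediate enzyme activity for dual inhibitor/activator qHTS.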
Gal4-VP16 FLuc: Gal4-VP16 reporter inhibition counter-screen | Potency, µM (titrated, usually from 53.6 µM), inactives show top-dose activity, negative = inhibition, usual class: inhibitors | 3.5% of 310,000 active | Drosophila S2 Gal4-VP16 UAS-luciferase, luminescence, 20 h;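 note: Gal4-VP16 expression switched on by copper sulfate through the metallothionein promoter; potency is the fitted concentration of half-maximal effect; % is set by controls: 0 for no effect and ±100 for the full control effect; nearly all actives have a fitted effect of over 50% in size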
Rab9 prom act: activates the Rab9 promoter; Huh7 Rab9 promoter-luciferase reporter, luminescence, 24 h; Potency, µM (top dose mostly 9.22 µM), without a hit: top-dose activation, negative = inhibition, usual class: activators; 2.8% of 320,000 active; AID 485297; note: potency is the fitted concentration of half-maximal effect; % of control where 0% means no effect; nearly all actives have a fitted effect of over 60% in size
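Stable Rab9-luc Huh7, 1500 cells/well, 2 h settle; cmpd in DMSO, 24 h, 37 °C/5% CO2; luciferase reagent 10 min RT; luminescence.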
Menin MLL FP TR: inhibitors of human menin-MLL interaction, mutant MLL peptide; Menin + Texas Red MLL mutant peptide, fluorescence polarization; Potency, µM (doses to about 61.6 µM), without a hit: at the highest dose FP activity change, negative = inhibition, usual class: inhibitors; 0.23% of 270,000 active; O00255; active = well fitted inhibition curve with a large enough effect in the polarisation, with a control signal flat, not every such curve was filed as active; inconclusive = small, poorly fitted or top-dose-only effect, or effect the other way, or a change in a side signal; inactive = no such curve, though single readings can be large or run the other way; the % refers to the polarisation; note: potency is the fitted concentration of half-maximal effect; % of control where 0% means no effect; many of its hits are not listed in these tables
Target sequence (O00255 whole entry, looked up): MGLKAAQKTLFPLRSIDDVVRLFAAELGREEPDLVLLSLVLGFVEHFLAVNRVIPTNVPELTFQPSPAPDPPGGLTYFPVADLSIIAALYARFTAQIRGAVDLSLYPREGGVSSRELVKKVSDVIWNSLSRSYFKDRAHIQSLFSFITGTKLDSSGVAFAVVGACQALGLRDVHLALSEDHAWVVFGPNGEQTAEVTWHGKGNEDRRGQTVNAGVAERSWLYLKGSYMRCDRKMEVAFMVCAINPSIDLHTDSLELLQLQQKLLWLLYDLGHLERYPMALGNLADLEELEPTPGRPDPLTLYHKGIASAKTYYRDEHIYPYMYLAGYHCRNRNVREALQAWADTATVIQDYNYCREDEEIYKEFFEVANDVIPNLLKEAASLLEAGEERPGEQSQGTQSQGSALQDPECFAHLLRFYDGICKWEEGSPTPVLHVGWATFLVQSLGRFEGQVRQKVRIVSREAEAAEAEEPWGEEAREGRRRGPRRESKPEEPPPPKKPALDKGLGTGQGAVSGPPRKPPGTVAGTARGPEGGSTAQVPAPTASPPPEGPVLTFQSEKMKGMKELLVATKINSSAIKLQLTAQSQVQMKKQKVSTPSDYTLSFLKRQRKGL
NPC1 prom act: activators of NPC1 promoter; Huh7 NPC1 promoter luciferase reporter, 24 h; Potency, µM (titrated, usually from 9.22 µM), inactives show at the highest dose activation, actives largely listed as activators; 2.4% of 320,000 active;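 note: potency is the fitted concentration of half-maximal effect; % of control where 0% means no effect; nearly all actives have a fitted effect of over 60% in size; reporter is driven by a mutant NPC1 promoter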
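Compounds in DMSO were transferred onto Huh7 NPC1-luciferase reporter cells pre-incubated 2 h; after 24 h at 37 °C, Amplite reagent was dispensed and luminescence recorded 10 min later.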
FLuc counter: counter-screen for miR-21 project: firefly luciferase inhibitors or activators | AID 588342 | 6.9% of 360,000 active | purified FLuc, Km substrates, luminescence inhibition | Potency, µM (series often up to 57.5 µM), inactives show top-dose activity change, negative = inhibition, hits mostly inhibitors | P08659;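 note: potency is the fitted concentration of half-maximal effect; plate controls were vehicle for no effect and reference inhibitor for full effect; nearly all actives have a fitted effect of over 55% in size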
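Purified P. pyralis luciferase (10nM final) with 10uM D-luciferin and 10uM ATP (Km levels) in 50mM Tris acetate pH 7.5, 10mM Mg acetate, 0.01% Tween-20, 0.05% BSA; qHTS 6-point titration, ~60 µM downward; luminescence read.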
* = called active by the depositor; ? = inconclusive; nt = not tested or not shown; & = joins results of further samples; [ ] = dose if it differs, or a comment. Unless noted, calls come from the whole dose curve; as a rule, active = well fitted curve in the direction sought with a large enough effect; inconclusive = small, poorly fitted or top-dose-only effect, or another doubt; inactive = no such curve, though single readings can be large; an effect the other way counts as inactive or inconclusive.

SMILES	RORgamma inh	ELG1 genotoxic	Giardia killer	BRCA1 expr act	p53 reactivation	PKM2 act	Gal4-VP16 FLuc	Rab9 prom act	Menin MLL FP TR	NPC1 prom act	FLuc counter
COc1ccc(C(=O)C2CCCN(C(=O)c3noc4c3CCCC4)C2)cc1F (centres undefined)	38%	-3%	-5	-4%	-4%	-1%	-18%	-3%	0%	2%	4%
O=C(NC(=S)N1CCCC1)c1ccccc1	4µM*	9%	8	-7%	-2%	-1%	7.1µM*	6%	nt	-5%	-2%
Clc1ccccc1-c1nnc(-c2ccccc2Cl)o1	-19%	?	9	?	?	1%	-1%	2.5µM*	16%	4µM*	8.5µM*
Nc1nonc1NN=C1CCCCC1	-5%	6%	13	-16%	1%	6%	?	-3%	nt	1%	2%
CCn1c(OC)nc2c1c(=O)n(C)c(=O)n2C	-8%	0%	-2	15%	-1%	3%	-8%	-1%	7%	-1%	-2%
c1ccc(-c2nnc3sc(CN4CCC5(CC4)OCCO5)cn23)cc1	21%	3%	-23	1%	13%	-8%	11%	-1%	-12%	-1%	-3%
CCCCCc1nnc(NC(=O)CS(=O)(=O)Cc2ccccc2)s1	-2%	0%	0	-8%	-5%	-16%	1%	0%	11%	-7%	0%
O=C(NCCCN1CCOCC1)c1ccc(-c2ccc(Cl)cc2)o1	26%	2%	-1	12%	-8%	-4%	-17%	9%	-6%	-2%	?
O=C(NCc1ccco1)C(Cc1ccccc1)N1C(=O)c2ccccc2C1=O (centres undefined)	-2%	2%	0	-27%	-6%	3%	10%	9%	?	10%	4%
Cc1ccc(Cn2nc(-c3ccccc3)nc2-c2ccccc2)cc1	?	?	-10	101%	4%	6%	?	3.5µM*	nt	?	15µM*
C=CCOc1ccccc1/C=c1\sc2nc(=O)c(C)nn2c1=O	-37%	1%	-8	-19%	1%	1%	-9%	2%	47%[activator]	-4%	1%
COC(=O)C1CCN(C(=O)Cc2ccc(OC)c(OC)c2)CC1	-26%	-1%	6	1%	-4%	-16%	-7%	-4%	11%	-1%	-2%
Cc1nc2ccccc2c2oc(C(=O)NCC3COc4ccccc4O3)cc12 (centres undefined)	?	-11%	34[activator]	-38%	-9%	-7%	?	-15%	-7%	-4%	-6%
CCC(C)NCCOc1cc(C)cc(C)c1C (centres undefined)	5%	-7%	-13	-13%	-4%	19%	-16%	-7%	-25%	-1%	5%
OC(c1ccc(F)cc1)C(CN1CCOCC1)c1ccccc1 (centres undefined)	-16%	4%	-6	-19%	-3%	nt	-7%	-4%	-6%	2%	0%
O=C(CCN1CCN2CCCC2C1)N1c2ccccc2Sc2ccc(Cl)cc21 (centres undefined)	-7%&18%	-7%	-29	-21%	-2%	nt	11%&-3%	0%	-26%&-27%	1%	0%
Cc1ccc(C)c(C(=O)COC(=O)CN2C(=O)C3C4CCC(C4)C3C2=O)c1 (centres undefined)	16%	1%	-9	-15%	3%	-3%	-6%	-2%	-12%	1%	1%
O=C(Nc1ccc(F)cc1)c1ccc(COc2ccccc2)cc1	-13%	-2%	10	-2%	6%	1%	3%	12%	?	4%	0%
O=C1CC(C(=O)N2CCOCC2)C2(CCCCC2)O1 (centres undefined)	11%	0%	-2	3%	-4%	-6%	-9%	-4%	nt	-1%	0%
COc1ccc(Cn2c(=O)c3[nH]cnc3n(-c3ccc(C)cc3)c2=O)cc1	?	-2%	-16	-20%	-2%	-9%	-12%	-6%	nt	1%	-2%
Cn1c(CSCc2ccc(Cl)c(Cl)c2)nnc1SCC(=O)Nc1nccs1	-15%	-8%	32[activator]	-2%	4%	-2%	1%	-6%	-26%	1%	3%
COC(=O)C1=C(C)NC2=C(C(=O)CCC2)C1c1cn(Cc2ccc(Cl)cc2Cl)nc1-c1ccccc1 (centres undefined)	14%	0%	-10	-31%	-20%	1%	-1%	-20%	-8%	-7%	-3%
COC(=O)c1c(=O)n(O)c2ccc(OC)cc2[n+]1[O-]	0%	2%	-1	2%	-3%	-9%	-3%	3%	-6%	1%	-1%
CCn1c(CSc2nc3ccccc3[nH]2)n[nH]c1=S	?	0%	0	64%	-9%	-13%	18%	-7%	-1%	-1%	-2%
CC(=O)Oc1c(C(=O)c2nnc(C)o2)c(=O)n(Cc2ccccc2)c2ccccc12	13%	-3%	7	-29%	-5%	5%	-12%	-2%	-6%	-2%	6%

The list goes on:
SMILES	RORgamma inh	ELG1 genotoxic	Giardia killer	BRCA1 expr act	p53 reactivation	PKM2 act	Gal4-VP16 FLuc	Rab9 prom act	Menin MLL FP TR	NPC1 prom act	FLuc counter
COc1cccc(CSc2nc(N)cc(N)n2)c1	?	2%	2	49%	12%	-4%	-12%	-3%	13%	13%	-7%
CCOc1cc(CN2CCSCC2)ccc1O	2%	1%	-15	4%	12%	3%	-15%	-3%	1%	1%	2%
CN(C)/C=C(\C#N)C(=O)N/N=C/c1ccc(Cl)cc1	1%	9%	3	35%	13%	nt	-7%	?	-8%	2.2µM*	17µM*
CCCS(=O)(=O)N1CCCC(C(=O)NCC(OC)OC)C1 (centres undefined)	25%	-6%	-20	2%	3%	3%	0%	1%	-13%	-2%	2%
Cc1ccc(-c2nc(CSCC(=O)NCCCN3CCOCC3)c(C)o2)cc1	-23%	1%	-23	-1%[1.84 µM]	0%	0%	-17%	2%	-23%	0%	-14%
Cc1nnc(SCC(=O)N2CCN(S(=O)(=O)c3ccccc3)CC2)[nH]c1=O	39%	-1%	4	-6%	-5%	1%	-16%	1%	0%	3%	0%
Cn1cnnc1SCC(=O)Nc1ccc(N2CCCCC2)cc1	nt	8%	-21	48%	?	nt	nt	15%	nt	17%	13µM*
CCCCCCNC(=O)CCCCCNS(=O)(=O)c1ccc(OC)cc1	29%	-2%	14	-10%	-2%	7%	-4%	-3%	-2%	0%	4%
CCSc1nnc(NC(=O)c2csc3c2CCCC3)s1	-36%	9%	0	-43%	10%	-2%	?	3%	-16%	-2%	5%
CC(=O)c1c(C)[nH]c(C(=O)Nc2ccc3c(c2)OCCO3)c1C	?	?	-7	2%	?	-18%	-4%	1.3µM*	28%	1.8µM*	4.8µM*
COc1ccc(C(=O)Nc2nnc(SCC(=O)NCc3ccco3)s2)c(OC)c1	11µM*	0.52µM*	?	-38%	10%	22%	10µM*	0.32µM*	nt	0.28µM*	0.67µM*
Cc1cc(C)n(C(=O)c2ccc(Cl)c(F)c2F)n1	5%	-1%	-24	6%	5%	0%	3%	0%	12%	3%	-1%
Cc1cc(NC(=O)CCC(=O)N(c2ccc(C)c(F)c2)C(C(=O)NC2CCCC2)c2ccco2)no1 (centres undefined)	23%	1%	13	-24%	8%	-1%	-20%	1%	-27%	-5%	1%
CC(NC(N)=O)C12CC3CC(CC(C3)C1)C2 (centres undefined)	0%	9%	2	1%	-5%	-3%	2%	19%	0%	?	1%[2.3 µM]
O=C(CCN1C(=O)C2CCCCC2C1=O)Nc1nc(-c2ccc(F)c(F)c2)cs1 (centres undefined)	30%	4%	-7	35%	-1%	2%	-9%	26%	7%	3%	4%
Cc1ccc(CNC(=O)CCCCCNC(=O)N2CCn3c2nc2ccccc23)cc1	18%	0%	3	-6%	21%	5%[0.46 µM]	0%	-1%	?	-2%	15µM*
Nc1nc2ccccc2n1CCOc1ccccc1Cl	?	-13%	10	-31%	5%	2%	-8%	-7%	-15%	-2%	2%
N#C/C(=C/c1ccc(N2CCCCCC2)o1)c1ccc(Cl)cc1	7.1µM*	?	12	-42%	-15%	?	7.1µM*	4µM*	-6%	26%	9.5µM*
CCN(C(=S)Nc1cc(S(=O)(=O)N2CCOCC2)ccc1Cl)c1cccc2ccccc12	?	-5%	-3	-31%	5%	16%	22µM*	-2%	?	-3%	-8%
CNC(=O)C1CC(=O)N(Cc2ccc(OC)c(OC)c2)C(=Nc2ccc(OC)cc2)S1 (centres undefined)	4%	2%	-10	13%	-7%	5%	-7%	3%	13%	-5%	6%
CC(C)C(c1nnnn1Cc1ccc2c(c1)OCO2)N1CCN(c2ccccc2)CC1 (centres undefined)	1%	2%	-12	-8%	0%	-4%	-4%	-3%	-7%	-1%	4%
Cc1nnc(-c2cccc(C(F)(F)F)c2)nc1N1CCOCC1	36%	0%	1	-8%	-1%	0%	9%[10 µM]	-2%	-28%	-1%	-3%
Cc1cccc(NC(=O)C2C(c3ccccc3)C2(Cl)Cl)c1 (centres undefined)	24%	-8%	-12	-13%	5%	-5%	1%	-2%	?	-4%	-3%

Source: PubChem BioAssay

A portion of the library, so the mix of outcomes need not match the whole.
